Screening data as filed in PubChem.
Pf gametocyte = kills late stage P. falciparum gametocytes; AID 743093; 0.065% of 150,000 active; P. falciparum stage V gametocytes, ATP luminescence, 24 h; inhibition, % at 10.9 µM;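 active = inhibition above the mean plus 3 SD of compounds within the control limits, set per campaign, cut at about 38% in these data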;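 also: 0% = DMSO wells and 100% = medium only without gametocytes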
Avidin fluor = avidin bead compound fluorescence profile. Avidin beads, compound fluorescence 488/530 nm, flow cytometry; hits give high values. fluorescence (KMESF) at 10 µM. AID 1775. 0.38% of 220,000 active; in the data active = fluorescence above about 47; also: inactives centre near 10
* = called active by the depositor.

Fields: Avidin fluor	Pf gametocyte
Nc1ccc(C(=O)OCC(=O)NC2CCS(=O)(=O)C2)cc1[N+](=O)[O-] (stereo not drawn)
 : -2	12
NC(=O)c1sc(-c2ccsc2)cc1NS(=O)(=O)c1ccc(C(F)(F)F)cc1
 : 5	-11
CCn1nc(C)cc1C(=O)Sc1cccc(Cl)c1
 : 8	4
Cn1cc(Br)c(-c2cccc(NC(=O)CCC(=O)O)c2)n1
 : 5	-6
COC(=O)/C(C#N)=C/c1c(Oc2cccc(C)c2)nc2ccccn2c1=O
 : 8	-29
CCCCCCCCNC1=CC(=O)CC(C)(C)C1
 : 8	5
O=S(=O)(NCCC1CC1(Cl)Cl)c1ccc(Cl)cc1 (stereo not drawn)
 : 7	-5
O=C(Nc1ccc(N2CCOCC2)cc1)C1CCN(C(=O)OCc2ccccc2)CC1
 : 7	-10
COc1ccc(CN2C(=O)CSC2c2ccccn2)cc1 (stereo not drawn)
 : 3	2
CC(=O)c1ccc(N2CCN(S(=O)(=O)c3cccc4nonc34)CC2)cc1
 : 3	20
FC(F)(F)c1nc2ccccc2[nH]1
 : 7	-25
C/C=C\C(=O)Nc1cccc(C2=NOC3(C2)C[C@@H](C(N)=O)N(C(=O)c2ccc(Cl)cc2)C3)c1 (stereo partly drawn)
 : 7	-1
Cc1onc(-c2c(Cl)cccc2Cl)c1CO/N=C(\C#N)c1c(Cl)cccc1Cl
 : 6	10
S=C(Nc1ccccc1)N1CCOCCOCCN(C(=S)Nc2ccccc2)CCOCCOCC1
 : 3	13
COc1ccc2nccc(C(N)=O)c2c1
 : 4	-19
Fc1ccc(Nc2nnc(C(F)(F)F)s2)cc1Cl
 : 6	-8
CC(C)c1cc(C(=O)N/N=C/c2c[nH]c3ccccc23)n[nH]1
 : 6	15
CCN(CC)C(=O)CC(c1cc(OC)c(OC)c(OC)c1)c1c(O)cc(OC)cc1OC (stereo not drawn)
 : 8	11
CC(Cc1ccccc1)NC(=S)CN1CCCC1=S (stereo not drawn)
 : 5	-16
O=C1OC(Nc2ccc(F)c([N+](=O)[O-])c2)c2ccccc21 (stereo not drawn)
 : 8	-8
O=C(/C=C\Nc1ccc(S(=O)(=O)Nc2ncccn2)cc1)c1cccc2ccccc12
 : 7	3
NC(=O)c1nnn(-c2cccc(C(F)(F)F)c2)c1-c1ccccc1
 : 7	-8
CSc1nc(C)nc(N/C=C(\C#N)S(=O)(=O)c2ccccc2Cl)n1
 : 7	5
Cc1nc(C(=O)NNC(=O)c2ccccc2)c(C(F)(F)F)o1
 : 6	-16
COc1ccc(Cc2noc(CN(C)CC3CCN(Cc4ccccc4)CC3)n2)cc1OC
 : 6	19
CCOC(=O)C1CCN(c2ncnc3cc(OC)c(OC)cc23)CC1
 : 8	-34
Cc1ccc(-c2nc(-c3ccccn3)no2)cc1[N+](=O)[O-]
 : 8	-12
COc1ccc(-c2nc3c4ccccc4ccn3c2CN2CCOCC2)cc1OC
 : 8	10
COc1nc(N)c(C#N)c(-c2ccc(N(C)CCC#N)cc2)c1C#N
 : 10	2
O=C(c1ccccn1)C1CCCN(Cc2nc(Cc3cccc(F)c3)no2)C1 (stereo not drawn)
 : 4	9
Oc1ccccc1N1CCN(c2nc(-c3cccs3)nc3ccccc23)CC1
 : 9	2
CC(=O)CCc1oc2ccccc2c1-c1ccccc1
 : 10	9
Cc1oc(-c2cccs2)nc1CS(=O)CC(=O)NCc1ccc2c(c1)OCO2 (stereo not drawn)
 : 7	4
COCc1cc(=O)[nH]c(SC)n1
 : 14	-8
Cc1ccc(NC(=S)NCc2ccco2)c(C)c1
 : 8	-9
O=C(Nc1cc(S(=O)(=O)N2CCCCC2)ccc1N1CCCCC1)C1CC1
 : 16	-16
Cc1ccccc1OCC(=O)Nc1nnc(-c2ccncc2)s1
 : 9	-6
CC(=O)Nc1ccc(S(=O)(=O)Nc2nc3ccccc3nc2Nc2cccc(O)c2)cc1
 : 8	14
Cn1c(SCC(=O)c2ccc(F)cc2)nnc1-c1ccccn1
 : 4	24
CCOC(=O)C1=C(C)NC(C)=C(C(=O)OCC)C1c1ccc(C)o1
 : 6	8
COc1ccc(CCNC(=O)CN2CCN(Cc3ccccc3F)C2=O)cc1OC
 : 8	1
N=C1C(c2nc(-c3ccc(Cl)cc3)cs2)=C(O)CN1NC(=O)c1ccc(O)cc1
 : 7	8
O=C(COc1ncnc2sccc12)N1CCN(c2ccccc2)CC1
 : 11	9
CC1CC(C)CN(C(=O)CSCC(=O)O)C1 (stereo not drawn)
 : 8	10
CCOC(=O)c1ccc(S(=O)(=O)N(CCO)Cc2cc3cc(OC)c(OC)cc3[nH]c2=O)cc1
 : 10	17
COc1cccc(NC(=O)C2(S(=O)(=O)c3ccc(Cl)cc3)CC2)c1
 : 5	9
Cc1ccc(OCc2ccc(C(=O)NN)o2)cc1C
 : 3	-18
CC(C)Cc1cc(CN2CCC(CO)(Cc3ccccc3)CC2)[nH]n1
 : 8	-17
Cc1ccc(/C=C/c2nc3ccccc3c(=O)[nH]2)cc1
 : 8	-12
COc1ccc2c(c1)[nH]c1c(=O)n(CCN3CCOCC3)cnc12
 : 6	-28
O=C(CSc1ccc2ccccc2n1)c1ccccc1
 : 8	2
CCN1CCCC1CNCc1ccc(OCc2ccc(Cl)nc2)c(OC)c1 (stereo not drawn)
 : 6	13
COc1cc2c(cc1N/C=C(\C#N)c1nc(-c3ccc(F)cc3)cs1)oc1ccccc12
 : 9	-12
CCOC(=O)Cc1csc(NC(=O)/C=C/c2ccc(Cl)cc2)n1
 : 8	0
O=[N+]([O-])c1cccc(/C=C/c2ccncc2)c1
 : 6	4
O=C(COC(=O)c1cc(-c2ccccn2)nc2ccccc12)Nc1ncc(C(F)(F)F)cc1Cl
 : 8	24
O=C(Nc1ccc(F)cc1)N1CCCN(c2nccc(C(F)(F)F)n2)CC1
 : 3	21
CCCCNC(=O)C(=O)NCc1ccncc1
 : 5	-9
NNC(=O)c1snnc1-c1ccccc1
 : 8	-22
Cc1ccc(NC2=NC(c3ccc(F)cc3)n3c(nc(C)cc3=O)N2)cc1 (stereo not drawn)
 : 4	-45

Next part.
Fields: Avidin fluor	Pf gametocyte
C[C@@H]1C[C@@H]2OC(=O)[C@]3(C)[C@H]2[C@@H](OC3(C)O)[C@]2(C)C(=O)C=C[C@H]12 (stereo partly drawn)
 : 12	-33
CCCCCCCCCCn1ccc(=N)cc1
 : 9	-11
CCCCCCCN1C2=NCCN2c2ccccc21
 : 3	8
CSCCC(N=C(NS(=O)(=O)c1ccccc1)c1ccccc1)C(=O)O (stereo not drawn)
 : 4	5
COc1ccc(Cl)cc1-c1nc(SCC(N)=O)n[nH]1
 : 6	-17
CN(CC(=O)Nc1ccc([N+](=O)[O-])cc1Br)Cc1c(F)cccc1Cl
 : 6	-1
O=C(c1c(Cl)cccc1Cl)N1CCN(c2cccc3[nH]ccc23)CC1
 : 3	11
CCOC(=O)c1cc(C)n(-c2ccc(Cl)cc2)c1C
 : 8	3
Oc1nc(Nc2ccc(F)cc2)sc1/C=C1\C=Nc2ccccc21
 : 10	9
CCc1c(C(C)=O)oc2ccc3c(C)cc(=O)oc3c12
 : 14	-11
NC(=O)CC(NC(=O)Cc1ccc(Cl)cc1)c1ccc(NC2CCCCC2)c([N+](=O)[O-])c1 (stereo not drawn)
 : 9	11
COc1ccc(N=N/C(C(C)=O)=C(/C)O)cc1
 : 6	6
C=C1CCN([C@H](C(=O)OCc2cccc(C)c2)C(C)C)S(=O)(=O)c2ccccc21
 : 7	6
CC(=O)CSc1nnc(C(F)(F)F)n1C
 : 7	0
O=C(COC(=O)c1ccco1)NCc1ccc2c(c1)OCO2
 : 2	18
CC(C)Oc1ccc(C2CC(=O)N(c3cccc(Br)c3)C2=O)cc1 (stereo not drawn)
 : 9	4
S=c1[nH]nc(-c2cccnc2)n1/N=C/c1ccccc1
 : 11	2
Clc1ccc(-c2noc(/C=C/c3ccccc3)n2)cc1
 : 6	8
Cc1cc(C(=O)Nc2ccc3[nH]ccc3c2)no1
 : 6	-8
Cc1ccccc1NC(=O)C1CC(=O)n2ncnc2N1 (stereo not drawn)
 : 9	12
CC(C)C(=O)Nc1csc(C(F)(F)F)c1-c1ccccc1
 : 3	12
O=C(c1cc2ccccc2o1)N1CC=C(c2ccccc2)CC1
 : 3	16
COc1c(C(=O)NNC(=O)c2ccccc2Cl)csc1Br
 : 8	10
Cc1oc(-c2ccc(Cl)cc2)cc1C(=O)NC1CCN(Cc2ccccc2)CC1
 : 7	-36
COc1cc(/C=N/NC(=O)COc2ccc(-n3cnnn3)cc2)ccc1OCC(N)=O
 : 8	-16
CCOC(=O)CCCc1ccc(/C(C)=N/NC(=S)NC)cc1
 : 7	-6
COc1ccccc1C1=NOC(Cn2c(NCCCO)nc3c2c(=O)n(C)c(=O)n3C)C1 (stereo not drawn)
 : 6	3
Cc1cccn2c(=O)c3cc(S(=O)(=O)c4ccc(F)cc4)c(=N)n(Cc4ccco4)c3nc12
 : 5	4
CCN(CC)Cc1ccccn1
 : 2	13
CC(=O)N[C@H]1[C@H](OCc2ccccc2F)O[C@H](COC(C)=O)[C@@H](OC(C)=O)[C@@H]1OC(C)=O
 : 8	10
COc1ccc2nc(C)c3c(c2c1)OC(C(C)(Cl)Br)C3 (stereo not drawn)
 : 7	21
O=C(CN1C(=O)C(=O)N(Cc2ccco2)C1=O)c1c[nH]c2ccccc12
 : 4	0
O=C(CCCn1c(SCc2cc(=O)n3cc(Cl)ccc3n2)nc2ccccc2c1=O)NCC1CCCO1 (stereo not drawn)
 : 7	-18
CN(CCc1ccccn1)C(=O)c1cccnc1Oc1ccc(Cl)cc1
 : 6	-5
C=CCN1C(=S)N[C@@H]2CS(=O)(=O)C[C@@H]21
 : 10	2
N#C/C(=C/Nc1ccccc1C(=O)O)C(N)=O
 : 6	-4
S=c1[nH]cc(-c2ccccc2)[nH]1
 : 6	-7
Cn1nccc1NC(=O)Nc1ccc(OC(F)(F)F)cc1
 : 8	0
COc1ccc2c(-c3ccccc3)cc(SCC(N)=O)nc2c1
 : 11	5
Cc1cccc(C)c1-n1c(=O)n(Cc2ccccc2)c(=O)c2[nH]cnc21
 : 8	-9
Cc1cc(C(=O)N/N=C/c2ccccc2)c(C)o1
 : 8	-2
COc1ccc(NC(=S)Nc2cccc(C)n2)cc1
 : 4	-4
COc1cc(/C=N/Nc2nc(=O)[nH]nc2C)ccc1O
 : 4	-6
Cc1cc(=O)nc2c3ccccc3n(CC(=O)Nc3ccccc3Br)n12
 : 5	23
COc1ccc(CN(Cc2cccn2C)C(=O)c2cc3cc(OC)ccc3[nH]2)cc1
 : 8	-13

5 successive records already listed, for reference:
Fields: Avidin fluor	Pf gametocyte
COc1nc(N)c(C#N)c(-c2ccc(N(C)CCC#N)cc2)c1C#N
 : 10	2
O=C(c1ccccn1)C1CCCN(Cc2nc(Cc3cccc(F)c3)no2)C1 (stereo not drawn)
 : 4	9
Oc1ccccc1N1CCN(c2nc(-c3cccs3)nc3ccccc23)CC1
 : 9	2
CC(=O)CCc1oc2ccccc2c1-c1ccccc1
 : 10	9
Cc1oc(-c2cccs2)nc1CS(=O)CC(=O)NCc1ccc2c(c1)OCO2 (stereo not drawn)
 : 7	4

Among those listed so far, these contain a COOH group:
Fields: Avidin fluor	Pf gametocyte
Cn1cc(Br)c(-c2cccc(NC(=O)CCC(=O)O)c2)n1
 : 5	-6
CC1CC(C)CN(C(=O)CSCC(=O)O)C1 (stereo not drawn)
 : 8	10
CSCCC(N=C(NS(=O)(=O)c1ccccc1)c1ccccc1)C(=O)O (stereo not drawn)
 : 4	5
N#C/C(=C/Nc1ccccc1C(=O)O)C(N)=O
 : 6	-4

Next section:
Fields: Avidin fluor	Pf gametocyte
CCOc1ccc(N2C(=O)CC(NCc3ccc(S(N)(=O)=O)cc3)C2=O)cc1 (stereo not drawn)
 : 6	-5
CCOC(=O)c1cn2nc(Oc3cccc(F)c3)ccc2n1
 : 6	0
CCOC(=O)N1CCN(c2ccccc2OC)CC1
 : 4	19
c1ccc(-c2c[n+]3c(n2-c2ccccc2)CCC3)cc1
 : 6	25
NC(=S)N/N=C/c1cn(CCC(=O)O)nc1-c1cccc(Br)c1
 : 3	18
O=c1cc(CCl)nc2scc(-c3ccccc3)n12
 : 3	-11
Nc1ncnc(Nc2c(F)cccc2F)n1
 : 2	7
CCN(CC)C(=N)/C(C#N)=N/Nc1ccc(C)cc1
 : 6	-23
COc1ccc2nc(C)cc(SCC(NC(C)=O)C(=O)OC(C)C)c2c1 (stereo not drawn)
 : 6	0
COc1ccc(/C=C2\N=C(c3ccccc3)N(c3ccc(C(=O)O)cc3)C2=O)cc1OC
 : 11	7
O=C(NCc1ccc(F)cc1)C1CCC(CNc2c(N3CCCCC3)c(=O)c2=O)CC1 (stereo not drawn)
 : 5	-15
CCOc1ccc(CCNC(=O)c2ccc3nc(N4CCOCC4)sc3c2)cc1OCC
 : 8	4
COc1ccc(Oc2ccc(C(F)(F)F)cc2NC(=O)c2ccc(OC)cc2)cc1
 : 4	-9
COC(=O)c1[nH]c2ccccc2c1NC(=O)C(C)N1CC(C)OC(C)C1 (stereo not drawn)
 : 3	-8
Cc1ccc(C(=O)Nc2nc(-c3ccccn3)cs2)o1
 : 4	-3
COc1ccc(NC(=O)c2nc[nH]c2C(=O)N[C@@H](CC(C)C)C(=O)OC(C)(C)C)cc1
 : 11	-2
O=C(Nc1ccc(F)cc1F)Nc1ccccc1C(=O)NCCN1CCNC1=O
 : 6	2
O=C1NC(=Nc2cccc(O)c2)S/C1=C\c1cccnc1
 : 10	1
CCOC(=O)C1=NNC2(CC(=O)N(c3cccc(C)c3)C2=O)C1 (stereo not drawn)
 : 6	-21
Cc1ccc(NC(=O)COC(=O)[C@@H]2CCCN2C(=O)c2cccs2)cc1S(=O)(=O)N(C)C
 : 7	-10
CCOC(=O)C1CCN(C(=O)c2cccnc2Oc2ccc(Cl)cc2)CC1
 : 10	-2
COc1ccc(CN2CCNC(=O)C2CC(=O)NCCc2nc(C)c(C)s2)c(OC)c1 (stereo not drawn)
 : 4	6
CCN(CC)C(=O)Oc1cc(COC)nc(-c2ccccc2)n1
 : 6	10

Only part of the results is shown; rates above refer to the full screens.
